# Screening data as filed in PubChem BioAssay.
# mIDH1 inhibitor = qHTS for Inhibitors of mutant isocitrate dehydrogenase 1 (IDH1): qHTS. IDH1-R132H enzyme, NADPH consumption, diaphorase/resazurin fluorescence. Potency, µM (titrated, usually from 76.6 µM), for the others: top-dose activity change, negative = inhibition, actives largely listed as inhibitors. actives 0.093% (n = 390,000). AID 602179, 2012; further: potency means the concentration at half of the fitted maximal effect; on the % scale 0 is the no-effect control and ±100 the full control effect; nearly all actives have a fitted effect of over 65% in size
#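 IDH1-R132H (0.5 ug/mL) preincubated 30 min with compound, then NADPH (0.016 mM) and alpha-KG (2 mM) added; 80 min at RT, pH 7.5. Remaining NADPH coupled via diaphorase/resazurin to fluorescence (540/590 nm); concentration-response curves normalized to no-enzyme control.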
# TrxR1 substrate = qHTS Assay for Substrates of Mammalian Selenoprotein Thioredoxin Reductase 1 (TrxR1): qHTS | Potency, µM (titrated, usually from 114 µM), for the others: at the top dose activity change, negative = substrate turnover | AID 588456, 2011 | purified TrxR1 substrate turnover, NADPH consumption readout | actives 0.01% (n = 390,000) | Thioredoxin reductase 1, cytoplasmic (Rattus norvegicus), O89049; further: potency means the concentration at half of the fitted maximal effect; on the % scale 0 is the no-effect control and ±100 the full control effect; nearly all actives have a fitted effect of over 50% in size
#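 Rat TrxR1, dispensed at 90 nM, was prereduced with 400 uM NADPH (final) for 5 min at ~22 deg C, then incubated with compound 15 min before 400 uM selenite. A first-read NADPH fluorescence drop versus no-compound background flagged substrates.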
# PI4K2A inh = qHTS for small molecular inhibitors of PI4K2A. purified PI4K2A, ADP-Glo luminescence, 1 h; stronger effect = lower value. activity change, negative = inhibition, % at 76.9 µM. actives 0.13% (n = 420,000). AID 1346378, 2018; in the data active means activity change below about -50%; inconclusive means mostly about -30% to -49%;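 further: -100% = wells without enzyme as full effect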
#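 In this quantitative HTS, ADP production by PI4K2A was quantified luminescently after 1 h at ambient temperature; 100 microM adenosine served as plate-quality control.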
# TRHR agonist = qHTS for Small Molecule Agonists and Allosteric Enhancers of Human TRH Receptor: Primary Screen for Agonists | Thyrotropin-releasing hormone receptor (Homo sapiens), P34981 | TRHR cells, calcium flux fluo-8, FDSS agonist mode | activation, % at 2 µM | actives 0.18% (n = 360,000); in the data active means activation above about 30%; further: 0% is about no effect
# Target sequence (P34981 whole entry, looked up): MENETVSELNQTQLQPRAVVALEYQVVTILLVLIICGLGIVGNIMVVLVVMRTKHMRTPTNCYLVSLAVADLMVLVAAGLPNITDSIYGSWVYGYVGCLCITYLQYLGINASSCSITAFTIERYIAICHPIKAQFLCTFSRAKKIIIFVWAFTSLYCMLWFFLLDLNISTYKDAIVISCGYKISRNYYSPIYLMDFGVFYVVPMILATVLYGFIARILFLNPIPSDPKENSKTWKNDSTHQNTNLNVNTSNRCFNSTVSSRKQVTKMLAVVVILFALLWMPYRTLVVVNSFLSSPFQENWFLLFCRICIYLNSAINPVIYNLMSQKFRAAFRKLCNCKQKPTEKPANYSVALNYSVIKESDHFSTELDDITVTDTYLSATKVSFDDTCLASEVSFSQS
#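 TRHR-expressing cells, plated overnight in medium with 10% serum, were loaded with fluo-8 calcium dye at room temperature. After a 10 s baseline, library compound was pin-added and calcium release was recorded kinetically (ex 480/em 530) as agonist response.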
# D2 agonist = HTS Assay for Allosteric Agonists of the Human D2 Dopamine Receptor: Primary Screen for Agonists; actives 0.53% (n = 340,000); HEK293 T-REx D2 cells, calcium flux agonist mode; D(2) dopamine receptor (Homo sapiens), P14416; activation, % at 2 µM;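 active means activation over 3 SD above normal in the single-dose calcium agonist read, cut at about 30% in these data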; further: 0% is about no effect
# Target sequence (P14416 whole entry, looked up): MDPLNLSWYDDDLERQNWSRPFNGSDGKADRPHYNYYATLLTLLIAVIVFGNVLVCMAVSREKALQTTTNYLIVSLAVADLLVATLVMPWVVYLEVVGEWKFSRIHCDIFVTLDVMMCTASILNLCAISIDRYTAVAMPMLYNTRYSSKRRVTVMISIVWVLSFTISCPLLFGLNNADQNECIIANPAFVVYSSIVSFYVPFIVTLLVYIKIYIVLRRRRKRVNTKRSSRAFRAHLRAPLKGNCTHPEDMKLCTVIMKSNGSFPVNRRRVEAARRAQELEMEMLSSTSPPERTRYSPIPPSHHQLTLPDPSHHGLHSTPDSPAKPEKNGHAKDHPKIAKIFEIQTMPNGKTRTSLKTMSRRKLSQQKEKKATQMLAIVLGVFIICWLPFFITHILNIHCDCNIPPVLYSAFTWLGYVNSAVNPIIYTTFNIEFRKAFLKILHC
#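 Tetracycline-induced HEK293 T-REx cells with force-coupled D2 receptor, plated overnight at 30 C, loaded with no-wash calcium dye. After a 10 s baseline, compound was pin-added and calcium flux read kinetically for 180 s; calcium rises flagged agonists.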
# D2 antagonist = HTS Assay for Allosteric Antagonists of the Human D2 Dopamine Receptor: Primary Screen for Antagonists; HEK293 TREx D2 cells, calcium flux, dopamine EC80; inhibition, % at 10 µM; AID 485344, 2010; actives 2% (n = 340,000); D(2) dopamine receptor (Homo sapiens), P14416; in the data active means inhibition above about 30%; further: 0% is about no effect
#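 Calcium mobilization kinetics were recorded at 1 s intervals in tetracycline-induced HEK293 T-REx D2 cells, first for 180 s after compound addition and then 180 s after EC80 dopamine.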
# TrxR1 inh = qHTS Assay for Inhibitors of Mammalian Selenoprotein Thioredoxin Reductase 1 (TrxR1): qHTS | Thioredoxin reductase 1, cytoplasmic (Rattus norvegicus), O89049 | recombinant rTrxR1, NADPH fluorescence consumption, selenite substrate | Potency, µM (doses to about 114 µM), inactives show at the highest dose activity change, negative = inhibition, usual class: inhibitors | actives 1% (n = 390,000) | AID 588453, 2011; further: potency means the concentration at half of the fitted maximal effect; on the % scale 0 is the no-effect control and ±100 the full control effect; nearly all actives have a fitted effect of over 65% in size
#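 Rat TrxR1 (90 nM in the dispensed reagent) was pre-reduced with 400 uM NADPH for 5 min at room temperature, then incubated with compound for 15 min. After 400 uM selenite was added, NADPH fluorescence (Ex 340/Em 450 nm) was followed for 8 min.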
# TRHR PAM = qHTS for Small Molecule Agonists and Allosteric Enhancers of Human TRH Receptor: Primary Screen for Enhancers; AID 493056, 2011; actives 0.66% (n = 360,000); TRHR cells, fluo-8 calcium fluorescence, EC20 TRH enhancement; Thyrotropin-releasing hormone receptor (Homo sapiens), P34981; enhancement, % at 2 µM; in the data active means enhancement above about 30%; further: 0% is about no effect
#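 Enhancer read-out: after compound pinning and an initial kinetic agonist-mode read, an EC20 of TRH (10 nM final) was injected and fluo-8 calcium signal (Ex 480/Em 530) followed at 1 s/cycle for 100 cycles in TRHR-expressing cells.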
# USP1 inh = Inhibitors of USP1/UAF1: Primary Screen | Potency, µM (doses to about 57.1 µM), without a hit: at the highest dose activity change, negative = inhibition, most hits filed as inhibitors | Ubiquitin carboxyl-terminal hydrolase 1 (Homo sapiens), O94782 | actives 0.23% (n = 390,000) | recombinant USP1/UAF1, Ub-Rhodamine cleavage fluorescence; further: potency means the concentration at half of the fitted maximal effect; on the % scale 0 is the no-effect control and ±100 the full control effect; nearly all actives have a fitted effect of over 60% in size; inactives centre near -12
#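 Step one: compound is pinned into 1nM USP1/UAF1 in HEPES pH 7.8 buffer with TCEP. Step two: 15 min room-temperature incubation. Step three: Ub-Rho (150nM final) starts cleavage, tracked by fluorescence over six one-minute reads.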
# An asterisk follows results filed as active; ? = inconclusive; . = not tested or not shown; & = joins results of further samples; [ ] = another dose, or the depositor's remark. Unless noted, the call rests on the fitted dose curve; in most records, active means well fitted inhibition curve with a large enough effect; inconclusive means small, poorly fitted or top-dose-only effect; inactive means no such curve, though single readings can be large or run the other way.
smiles,mIDH1 inhibitor,TrxR1 substrate,PI4K2A inh,TRHR agonist,D2 agonist,D2 antagonist,TrxR1 inh,TRHR PAM,USP1 inh
CN(C)CCN1C(=O)C(=O)/C(=C(/O)c2ccc(F)cc2)C1c1ccccc1 (centres undefined),6.3%,-5.7%,-8.0,0.6,-0.4,-15.4,-0.3%,-2.7,-0.9%
CNc1nc(C)cc(C)c1S(=O)(=O)c1ccc(Cl)cc1,11.9%,22.0%,-8.9,0.1,1.9,-12.7,24.0%,-0.1,-23.8%
CC(=O)c1cccn1S(=O)(=O)c1ccccc1,-5.7%,-3.0%,3.8,-0.1,-1.9,-4.0,0.7%,4.8,-21.4%
COc1ccc(C2N=C(N)N=C(N)N2c2ccccc2)cc1OC (centres undefined),14.8%,13.3%,4.3,-0.6,0.3,-15.1,31.4%,3.7,7.9%
Cc1cc(C)cc(NC(=O)C(NCCN2CCOCC2)c2ccccc2)c1 (centres undefined),1.5%,-13.9%,-1.7,0.1,0.7,6.1,16.4%[57.1 µM],-0.5,-7.2%
COC(=O)C1=C(N)OC2=C(C(=O)CC(C)(C)C2)C1c1cc2c(cc1Cl)OCO2 (centres undefined),-8.6%,-3.7%,10.1,-0.3,0.0,3.7,15.6%,-6.8,-12.4%
CCCCOC(=O)C1=C(C)NC2=C(C(=O)CCC2)C1c1cc(OC)ccc1OC (centres undefined),9.7%,-7.7%,5.7,-1.1,-0.2,10.5,-15.5%,6.1,-5.7%
O=C(NCC(=O)N1CCN(C(=O)c2ccco2)CC1)c1ccc(Cl)cc1,9.2%,12.3%,-5.3,-1.0,0.7,-8.3,6.5%,0.2,-14.2%
O=C(NC(=O)N1CCCCCC1)c1ccc(Cl)cc1,-6.4%,-0.3%,8.9,-0.1,0.2,31.7*,12.2%,5.9,-22.0%
CCc1nnc(NC(=O)CSc2nnc(CNc3cccc(C)c3)n2-c2ccccc2)s1,-11.2%,2.9%[57.1 µM],1.4,0.8,-1.2,6.9,12.4%[57.1 µM],-4.5,-17.4%
O=C(NC(=S)NNC(=O)c1cnccn1)c1ccc(F)cc1,-2.6%,-2.4%[57.1 µM],-5.0,0.1,0.0,-7.7,?,0.2,-21.1%
O=C(NCCS(=O)(=O)N1CCN(c2ccccc2F)CC1)c1ccc(Cl)cc1,-1.3%,-1.2%,-3.3,-0.5,-0.1,-3.2,8.7%,0.4,-7.5%
COc1ccc(NC(=O)CCSc2nc(C)cs2)cc1,2.8%,12.7%[57.1 µM],-6.6,-0.4,-0.7,13.9,26.0%[57.1 µM],1.6,-15.0%
Cc1[nH]n(C)c(=O)c1C(=O)c1c(-c2c(Cl)cccc2Cl)noc1C,-2.8%,10.1%[57.1 µM],4.0,0.6,0.0,-2.0,20.0%[57.1 µM],-1.5,-22.0%
Cc1cccc(NC(=O)C(C)C(=O)c2ccccc2)c1 (centres undefined),-8.1%,0.1%,-4.6,-0.9,0.6,3.3,9.0%,2.1,-19.6%

# (list continues)
smiles,mIDH1 inhibitor,TrxR1 substrate,PI4K2A inh,TRHR agonist,D2 agonist,D2 antagonist,TrxR1 inh,TRHR PAM,USP1 inh
COC(=O)c1sc(NC(=O)c2cc(-c3ccccc3)nc3ccccc23)c(C#N)c1C,-0.4%,4.1%[57.1 µM],-10.6,2.4,13.5,28.1,-7.1%[57.1 µM],-2.2,-8.5%
Cc1cc2c(NCc3ccccc3)ncnc2s1,-1.5%,-1.1%,7.2,0.8,-3.2,-9.4,8.9%,-1.3,-7.7%
CN(CC(=O)Nc1ccc(F)cc1)C(=O)c1cc2c(s1)CCCCC2,-9.6%,2.2%[57.1 µM],1.3,-0.3,1.5,-2.0,6.8%[57.1 µM],-1.1,-22.8%
COc1ccc(OC)c(NC(=O)c2cc3n(n2)C(C(F)(F)F)CC(c2ccc4c(c2)OCO4)N3)c1 (centres undefined),11.0%,6.5%,-5.1,0.3,-0.7,-3.7,16.0%,-6.4,-15.4%
COC(=O)CN(c1cccc(C(C)=O)c1)S(C)(=O)=O,3.8%,10.4%,11.1,0.7,-0.9,-31.1,-4.9%,-3.1,1.2%
Cc1cc(C(=O)NNC(=O)CN2C(=O)NC3(CCCCC3)C2=O)c(C)o1,5.3%,10.1%,1.3,0.4,.,.,27.6%,8.0,-18.3%
Cc1cc(/C=C2/NC(=O)N(Cc3ccccc3F)C2=O)c(C)n1C(C)C,4.3%,-12.1%[57.1 µM],0.3,0.2,1.9,15.3,6.1%[57.1 µM],3.3,-10.5%
c1ccc2c3c([nH]c2c1)-c1[nH]ncc1CC3,2.1%,31.3%[57.1 µM],0.7,0.0,-1.0,-22.7,7.6%[57.1 µM],8.8,-11.5%
O=C(O)CCCC(=O)N1CCN(c2cccc(Cl)c2)CC1,-6.4%,-8.8%,-3.9,-0.2,0.2,-8.7,4.7%[57.1 µM],1.9,-11.1%
CC(C)CC(NC(=O)c1ccc(Cl)cc1Cl)C(=O)O (centres undefined),15.1%,-6.1%,-3.8,0.1,0.5,-8.5,-16.0%,-4.3,-1.8%
CC(C)(C)OC(=O)NCCCCCNC(=O)c1[nH]cnc1C(=O)Nc1ccccc1,0.0%,5.0%[57.1 µM],-4.6,-0.7,10.7,-15.3,2.1%[57.1 µM],6.0,-19.6%
CC(C[N+](C)(C)C)OC(N)=O (centres undefined),-4.7%,6.2%[57.1 µM],0.7&2.9&0.6,0.3,0.8,-15.0,9.5%[57.1 µM],-2.1,-14.7%
COc1cc(O)ccc1-c1nc2ccc(Br)cn2c1Nc1ccccc1C,?,-10.3%,-0.8,-0.5,5.2,.,-17.3%,2.4,-10.4%
CCn1c2ccccc2c2cc(/C(C)=N/O)ccc21,5.5%,3.8%,3.5,-0.2,-0.3,-0.9,-3.7%,-9.6,-17.5%
Cc1ccc(CSc2nc3ccc(NC(=O)C(C)C)cc3s2)cc1,14.1%,-5.2%,-0.7,1.0,.,.,-0.3%,-4.7,-2.3%

# Other entries follow:
smiles,mIDH1 inhibitor,TrxR1 substrate,PI4K2A inh,TRHR agonist,D2 agonist,D2 antagonist,TrxR1 inh,TRHR PAM,USP1 inh
Cc1csc2nc3ccccc3c(=O)n12,10.7%,54.2%[activator],3.6,0.9,0.2,2.3,-8.3%,7.4,-16.9%
O=C(CSc1ccc(Cl)cc1)Nc1nnc(-c2ccco2)o1,2.3%,-2.0%,-2.5,-0.4,0.4,-18.4,-9.0%,-3.3,-11.0%
COc1ccc(CNc2oc(-c3cccc4ccccc34)nc2C#N)cc1,1.0%,273.6%[activator],0.4,0.0,0.7,13.6,52.2%[activator],-3.1,-11.2%
Cn1nc(C(=O)Nc2cccc(S(=O)(=O)N3CCOCC3)c2)c2ccccc2c1=O,-6.3%,-2.2%,1.4,-0.5,0.3,6.5,-1.3%,2.5,-8.1%
COc1ccc(C(=O)Nc2nc(CC(=O)NCCc3cccc(OC)c3)cs2)cc1,9.3%,-0.3%,4.8,0.3,0.1,-6.6,1.3%,5.1,-12.4%
Cc1ccc(C)c(S(=O)(=O)ON2C(=O)c3ccccc3C2=O)c1,24.2%,24.2%,-0.9,0.2,0.6,-3.7,3.16µM*,-3.5,-15.6%
O=C(CC1SC(=Nc2ccccc2)N(CCO)C1=O)Nc1ccccc1 (centres undefined),-5.1%,-6.3%[57.1 µM],3.1,-1.2,-2.9,4.7,-4.7%[57.1 µM],-3.2,-12.1%
CCCCn1c(=N)n(CCOc2ccccc2OC)c2ccccc21,2.4%,8.4%,-2.9,-1.0,-0.6,.,30.4%,3.6,-16.4%
CC1CCN(c2ccc(NC(=O)c3cccnc3)cc2)CC1,5.7%,-13.6%,-1.6,0.4,0.7,4.2,-17.1%,11.7,2.6%

# Part of the list above, set out differently.
# Sequence of screens: mIDH1 inhibitor, TrxR1 substrate, PI4K2A inh, TRHR agonist, D2 agonist, D2 antagonist, TrxR1 inh, TRHR PAM, USP1 inh
Cc1csc2nc3ccccc3c(=O)n12
 : 10.7%, 54.2%[activator], 3.6, 0.9, 0.2, 2.3, -8.3%, 7.4, -16.9%
O=C(CSc1ccc(Cl)cc1)Nc1nnc(-c2ccco2)o1
 : 2.3%, -2.0%, -2.5, -0.4, 0.4, -18.4, -9.0%, -3.3, -11.0%
COc1ccc(CNc2oc(-c3cccc4ccccc34)nc2C#N)cc1
 : 1.0%, 273.6%[activator], 0.4, 0.0, 0.7, 13.6, 52.2%[activator], -3.1, -11.2%
Cn1nc(C(=O)Nc2cccc(S(=O)(=O)N3CCOCC3)c2)c2ccccc2c1=O
 : -6.3%, -2.2%, 1.4, -0.5, 0.3, 6.5, -1.3%, 2.5, -8.1%
COc1ccc(C(=O)Nc2nc(CC(=O)NCCc3cccc(OC)c3)cs2)cc1
 : 9.3%, -0.3%, 4.8, 0.3, 0.1, -6.6, 1.3%, 5.1, -12.4%
